Exocytosis inh: blocks lytic granule exocytosis | 360,000 tested, 0.66% active | TALL-104 LAMP-1 surface exposure, flow cytometry; cells stimulated with thapsigargin and PMA | AID 651702 | inhibition, % at 10 µM;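 active = inhibition above about 55%, limit read from the data; inconclusive = no clear call, values can overlap the other calls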
NR2E3 ag-1: activates human NR2E3 receptor; 360,000 tested, 0.35% active; AID 602229; CHO-S Gal4-NCOR/VP16-NR2E3 two-hybrid, luciferase; inhibition of corepressor binding, % at 3.98 µM; Q9Y5X4;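 active = inhibition above the mean of all tested compounds plus 3 SD, cut at about 70% in these data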;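 also: 0% = DMSO with NR2E3 transfected cells and 100% = cells lacking NR2E3 construct; higher means lower luciferase signal from less NR2E3 corepressor binding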
Target sequence (Q9Y5X4 whole entry, looked up, the tested form may be a part): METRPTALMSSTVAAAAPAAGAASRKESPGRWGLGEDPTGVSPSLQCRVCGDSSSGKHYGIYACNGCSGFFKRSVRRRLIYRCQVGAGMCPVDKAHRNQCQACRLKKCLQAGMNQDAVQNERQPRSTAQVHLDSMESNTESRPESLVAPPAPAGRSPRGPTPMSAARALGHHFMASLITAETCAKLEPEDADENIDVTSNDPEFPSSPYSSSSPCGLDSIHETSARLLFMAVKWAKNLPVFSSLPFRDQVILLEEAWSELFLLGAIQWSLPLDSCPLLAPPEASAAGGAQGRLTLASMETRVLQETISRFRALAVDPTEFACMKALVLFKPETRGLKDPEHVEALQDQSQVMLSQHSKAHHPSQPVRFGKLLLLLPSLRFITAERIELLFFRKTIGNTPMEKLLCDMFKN
hiPSC survival: increases survival of single human iPS cells; hiPSC single-cell survival, ATPlite luminescence; 100% = ROCK inhibitor wells, 0% = DMSO; survival enhancement, % at 20 µM; 360,000 tested, 0.044% active; AID 602274; in the data active = survival enhancement above about 18%;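 also: cells exposed to compounds for 16 hours before the ATP read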
CaV13 FRET inh: Disruptors of the CACNA1D IQ motif to Ca2+-dependent inactivation inhibitor domain association, primary screening, Förster resonance energy transfer in intact living … | HEK cells, CFP/YFP FRET ICDI-IQ, plate reader, 10 min; percent FRET-ratio fall versus neutral wells | 340,000 tested, 0.098% active | AID 743397 | inhibition, % at 12.3 µM;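 active = mean replicate inhibition of at least 30% and at least 1% of replicates passing that level; inconclusive = only one of the two criteria is met; inactive = neither criterion is met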;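 also: 0% = median of the neutral control wells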
NR2E3 ag-2: activates human photoreceptor nuclear receptor NR2E3 | AID 2300 | GST-NR2E3/biotin-RetCOR TR-FRET, 1536-well | inhibition of corepressor binding, % at 4.78 µM | 320,000 tested, 0.12% active;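 active = percent inhibition above the cutoff of mean plus 3 SD of all tested compounds, set per screening campaign, cut at about 20% in these data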;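 also: 0% = DMSO wells and 100% = biotin wells as full block of FRET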
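System: GST-tagged NR2E3 plus biotinylated RetCOR corepressor; Amount: 1.35 nM GST-tagged NR2E3 final; Dosing: single nominal compound dose of 4.8 µM; Schedule: 5 h incubation at 4 °C; Technique: TR-FRET with europium anti-GST and streptavidin-D2, 340 nm excitation; Controls: biotin wells as high control, 0.6% DMSO wells as low control.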
Peg3 promoter: Peg3 promoter activity inhibition; HeLa PEG-Prom luciferase reporter, luminescence, overnight; inhibition, % at 20 µM; 360,000 tested, 1.7% active; AID 588405;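 active = inhibition of at least 50% at 20 µM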
HIF-2a block: blocks HIF-2a reporter activity; 786-0 RCC cells HIF-2a reporter, luciferase luminescence, overnight; inhibition, % at 18.8 µM; 360,000 tested, 0.72% active; AID 624352;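 active = inhibition of the luminescence signal of 40% or more relative to plate controls, in a single-dose primary screen at 18.75 µM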
aDG glyco up: alpha-DG glycosylation activation | Pro5-aDG cells, alpha-DG glycosylation AlphaScreen (IIH6); 0% Pro5, 100% B10-LARGE cell signal | activation, % at 10 µM | 360,000 tested, 0.22% active | AID 624168;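 active = activation of at least 8% versus controls, or a plate z-score of at least 8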;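 also: Pro5 are CHO cells carrying HIG-tagged alpha-DG that lacks glycosylation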
PDI turbidity: blocks human protein disulfide isomerase activity; PDI insulin aggregation turbidity, A650, 90 min; inhibition, % at 10 µM; 350,000 tested, 0.052% active;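 active = mean inhibition across replicates of 30% or more, whatever share of single replicates reach that level; inconclusive = mean inhibition below 30% while every single replicate reaches 30%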;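 also: absorbance from insulin aggregation driven by PDI reduction with DTT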
Target sequence (P07237 whole entry, looked up): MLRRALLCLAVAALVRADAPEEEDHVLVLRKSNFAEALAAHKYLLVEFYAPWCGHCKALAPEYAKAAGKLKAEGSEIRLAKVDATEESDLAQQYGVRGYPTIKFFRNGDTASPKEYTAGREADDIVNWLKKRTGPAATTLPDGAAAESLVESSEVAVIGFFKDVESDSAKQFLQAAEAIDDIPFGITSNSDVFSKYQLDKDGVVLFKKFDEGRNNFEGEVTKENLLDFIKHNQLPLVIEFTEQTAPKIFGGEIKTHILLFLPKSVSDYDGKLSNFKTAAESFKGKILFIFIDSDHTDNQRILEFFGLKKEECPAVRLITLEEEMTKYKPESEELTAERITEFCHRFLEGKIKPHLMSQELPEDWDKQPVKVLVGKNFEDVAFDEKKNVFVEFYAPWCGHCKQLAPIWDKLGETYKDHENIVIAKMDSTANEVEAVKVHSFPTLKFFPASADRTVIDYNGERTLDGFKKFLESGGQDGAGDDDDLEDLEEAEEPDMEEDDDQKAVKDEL
Vif inh: blocks HIV Vif function. HEK293T cells, Vif self-association by quenched fluorescence, imaging, 24 h. inhibition, % at 7.49 µM. 340,000 tested, 0.35% active; in the data active = inhibition above about 50%, passing the limit was not always enough; inconclusive = no clear call, values can overlap the other calls; inactive = below about 31%; also: some results filed as inactive read as strong as hits
MITF TRPM1 inh: inhibitors of MITF-driven TRPM1 promoter in melanoma cells. SK-MEL-5 TRPM1 promoter luciferase, 24 h. 330,000 tested, 0.83% active. inhibition, % at 12.5 µM. AID 488899;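 active = mean inhibition across replicates of 60% or more, whatever share of single replicates reaches that level; inconclusive = some that reach 60%, reason not given; inactive = mean inhibition across replicates below 60%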; also: values of inactives mirror those of a sister screen read the other way
The depositor's hits bear a star; ? = inconclusive; · = not tested or not shown; & = joins results of further samples. No enrichment for hits. Share with any hit: about 3.5%.

SMILES	Exocytosis inh	NR2E3 ag-1	hiPSC survival	CaV13 FRET inh	NR2E3 ag-2	Peg3 promoter	HIF-2a block	aDG glyco up	PDI turbidity	Vif inh	MITF TRPM1 inh
COCCNC(=O)C1Nc2ccc(OC(F)(F)F)cc2C2C=CCC12 (configuration not stated)	8	5	2.3	-6	2	5	8	0.1	-1	-2	4
CCn1cc(C(=O)NCc2cccs2)c(=O)c2ccc(C)nc21	7	14	-4.6	·	4	14	-5	0.1	-6	·	-13
CCCCSCc1ccc(C(=O)O)o1	2	3	-2.8	-5	1	-2	-7	0.1	2	-12	-8
COc1cc(-c2nn3c(-c4cccc(C)c4)nnc3s2)cc(OC)c1OC	1	-20	3.9	-10	0	-12	-1	-0.1	-3	7	-17
CS/C(Nc1cc(Cl)ccc1Cl)=C(/C#N)C(=O)c1ccco1	7	-141	-0.8	-14	1	-71	-201	0.1	-4	-2	-9
O=C(NCC1CCCO1)c1[nH]c(C(F)(F)F)nc1-c1ccccc1 (configuration not stated)	-3	-7	-0.8	-2	·	0	11	-0.1	·	-6	·
O=C(CSc1nc2ccccc2s1)N1c2ccccc2Sc2ccccc21	62*	-26	-0.3	-4	6	30	19	0.1	0	-12	19
O=C(Cc1ccccc1)NNC1CC(=O)N(c2ccc(Br)cc2)C1=O (configuration not stated)	-1	27	0.9	-3	-3	0	19	0.1	-6	-5	7
CC(=O)NC(=O)COC(=O)c1ccc2ncsc2c1	-10	-3	-1.7	0	0	3	6	-0.1	-2	-10	-11
Cc1c(Cl)cccc1NC(=O)c1cccc(OC(F)F)c1	-2	-73	1.0	-8	1	-113	-142	0.2	-2	12	-12
COc1ccc(C2=Nn3c(nnc3-c3ccccc3OC)SC2)cc1OC	4	32	-0.9	-8	-2	6	43*	-0.1	2	55*	25
COc1ccc(-c2cn3cccnc3n2)cc1NC(=O)CC(C)C	4	-21	7.5	-7	4	-2	-17	0.1	13	7	13
O=C(N/N=C/c1ccccc1)NC1CCCCC1	-2	-21	-0.5	-8	2	-78	-170	0.0	-35	-3	-39
COc1ccc(CN2CCN(S(=O)(=O)c3ccc(NC(C)=O)cc3)CC2)cc1	-2	-6	3.0	7	1	7	11	0.2	0	-3	-3
CN(Cc1ccccc1)C(=O)c1ccc(NC(=O)Cc2ccc(NC(=O)C3CCN(C(=O)c4ccccc4)CC3)cc2)cc1	3	-9	-0.7	-5	·	3	2	1.5	-1	-6	-2
Cc1ccc(F)cc1C(=O)N1CCOCC1c1cc(C(=O)NCc2ccccc2)no1 (configuration not stated)	-6	-27	-0.5	-5	·	16	12	-0.1	12	1	·
CC1CN(C(=O)c2ccc(Oc3ccccc3)cc2)CC(C)O1 (configuration not stated)	-1	7	-0.6	5	1	-1	0	-0.3	0	4	2
O=C1C2C(c3ccccc3)C=CC(c3ccccc3)C2C(=O)N1C1CCCCC1 (configuration not stated)	-15	12	5.3	-5	-1	1	6	0.2	7	31	-2
Cc1ccccc1C(=O)Nc1ccc(N2CCOCC2)nc1	-12	-23	-0.2	-4	2	-80	-103	0.1	4	53*	-12
Cc1cc(N)n(Cc2cccs2)n1	11	2	2.5	1	1	-1	1	0.1	0	-5	·
CN1CCN(C2CN(C3CCCC3)S(=O)(=O)C2)CC1 (configuration not stated)	1	-4	-0.9	-6	·	18	7	0.1	·	·	·
Cc1cc(C)nc(NS(=O)(=O)c2ccc(N)cc2)n1	-2	-16	-0.3	-5	2&-2	-7	-2	-0.4	4	2&-7	-1
CC(C)N(Cc1nc(-c2ccccc2)no1)C(=O)C(Cl)(Cl)Cl	-12	-29	0.6	-2	2	10	-2	0.1	1	1	2
Cc1cnc(NC(=O)c2cc3c(C)nn(Cc4ccccc4Cl)c3s2)s1	-8	-11	-0.7	-17	-2	8	-18	-0.3	6	-24	6
N#CCCn1c(-c2nonc2NC(=O)c2ccccc2Cl)nc2ccccc21	4	-11	-0.3	·	4	6	8	-0.1	-2	-5	0

Rewritten with each value named: part of the list above
molecule: Cc1cnc(NC(=O)c2cc3c(C)nn(Cc4ccccc4Cl)c3s2)s1
  Exocytosis inh = -8	NR2E3 ag-1 = -11	hiPSC survival = -0.7	CaV13 FRET inh = -17	NR2E3 ag-2 = -2	Peg3 promoter = 8	HIF-2a block = -18	aDG glyco up = -0.3	PDI turbidity = 6	Vif inh = -24	MITF TRPM1 inh = 6
molecule: N#CCCn1c(-c2nonc2NC(=O)c2ccccc2Cl)nc2ccccc21
  Exocytosis inh = 4	NR2E3 ag-1 = -11	hiPSC survival = -0.3	CaV13 FRET inh = ·	NR2E3 ag-2 = 4	Peg3 promoter = 6	HIF-2a block = 8	aDG glyco up = -0.1	PDI turbidity = -2	Vif inh = -5	MITF TRPM1 inh = 0

The listing continues:
SMILES	Exocytosis inh	NR2E3 ag-1	hiPSC survival	CaV13 FRET inh	NR2E3 ag-2	Peg3 promoter	HIF-2a block	aDG glyco up	PDI turbidity	Vif inh	MITF TRPM1 inh
COc1ccc(C(CNC(=O)c2cc(S(=O)(=O)Nc3cccc(C)c3)ccc2C)N2CCCC2)cc1 (configuration not stated)	-3	14	0.5	-4	·	-23	-11	0.2	8	-11	-24
COc1ccc(OC)c2c1cc(C(=O)N[C@@H](C)C(=O)N[C@@H](C(=O)O)c1ccccc1)n2C	0	13	-0.8	-14	3	10	18	-0.1	1	-1	2
CCC(c1nnnn1-c1c(C)cccc1C)N1CCN(c2cccc(C(F)(F)F)n2)CC1 (configuration not stated)	-4	0	1.4	-10	·	·	5	0.1	·	·	·
CN(CCC#N)C(=O)COc1ccc(Br)cc1Cl	-1	6	2.1	-6	-3	-5	2	0.0	1	24	8
CCCOc1ccccc1N/C(=N/c1nc(C)cc(C)n1)NC(=O)COc1ccc(OC)cc1	-5	16	-3.8	·	1	30	10	2.0	-1	-25	1
Cc1ccc(C)c(Cn2nnc3c(=O)[nH]c(C(=O)NCc4ccco4)nc32)c1	-2	-4	-1.0	-9	-2	-1	9	0.1	3	-11	4
O=C(CN(C(=O)CCC(=O)Nc1nccs1)c1cccc(F)c1)NCc1ccc(F)cc1	4	-18	1.1	-4	3	5	13	0.0	-6	12	0
CC(=O)OCCNc1cc(Sc2nc3ccccc3[nH]2)c2nonc2c1[N+](=O)[O-]	11	26	0.1	-6	2	113*	95*	0.2	5	-10	80*
O=C(NCCc1ccc(F)cc1)C1CCC(=O)N(CC2CCCCC2)C1 (configuration not stated)	5	8	3.2	-12	·	10	-16	0.3	1	·	·
Nc1cc(=O)[nH]c(SCc2ccc(Cl)cc2Cl)n1	-1	11	1.2	-2	-2	14	6	1.2	-4	-13	1
CCOc1ccc(CN(C)C(=O)CNC(=O)C2CCCCC2)cc1	?	22	-0.1	-4	3	3	0	0.3	-9	30	-1
O=C(O)Cn1cc(/C=C2\SC(=O)N(c3ccccc3)C2=O)c2ccccc21	0	-26	3.3	-2	0	-10	-15	-0.3	3	13	6
COC(=O)C(C)n1cnc2c(nnn2-c2cccc(OC)c2)c1=O (configuration not stated)	-1	-2	0.1	-19	2	-26	-60	0.1	1	·	-28
CCOc1ccc2c(c1)ncn2Cc1ccccc1	1	-20	0.8	-5	2	-79	-105	0.1	-18	-3	-46
CCC(=O)Nc1sc(C(=O)Nc2ccccc2)c(C)c1C(=O)OC	-4	-7	-2.8	6	2	-140	-230	0.0	-7	-8	-75
Cc1nnc2nc(-c3ccccc3)nc(-c3ccccc3)n12	-14	-11	-0.5	-2	4	-2	-10	0.2	-5	-3	10
COc1cc(C(=O)NCC(c2ccco2)N2CCc3ccccc32)cc(OC)c1OC (configuration not stated)	2	-10	0.0	-5	-2	23	20	0.2	14	·	15
COc1cc2c(cc1OC)C(COc1ccc3c(C)cc(=O)oc3c1)N(C(=O)c1ccco1)CC2 (configuration not stated)	-1	6	1.2	-6	-3	40	8	-0.3	1	-15	-6
CCOCCCNC(=O)C(c1ccc(OC)cc1)N(Cc1cccs1)C(=O)c1ccccc1O (configuration not stated)	-1	-17	-0.5	13	5	19	10	0.1	-9	-5	6
Cc1cc(Cl)ccc1OCC(=O)Nc1ccccc1C(=O)N1CCOCC1	1	18	-0.4	·	-1	14	11	-0.1	5	3	-10
CCOc1ccc(Cl)cc1/C=N/NC(=O)CNC(=O)c1ccccc1	0	-6	-0.7	-6	-3	21	16	0.0	3	1	18
O=C(Cn1cnc2cc(Cl)ccc2c1=O)Nc1ccc2c(c1)OCO2	-6	-28	4.0	-5	4	-15	16	0.1	5	2	0
CCN(c1ccccc1)S(=O)(=O)c1ccc(Cl)c(NC(=O)CSc2nnc(C)s2)c1	-2	-12	0.1	-4	-1	16	10	0.1	3	-1	2
O=C1NC(=S)N/C1=C\c1ccc(N2CCOCC2)cc1	-1	-30	-3.6	-5	-6	-73	-54	-0.1	-10	1	-14
COc1cccc(-c2noc(-c3cccs3)n2)c1	-3	-164	-2.5	-4	1	-247	-212	0.2	-3	5	-28
(more compounds)
SMILES	Exocytosis inh	NR2E3 ag-1	hiPSC survival	CaV13 FRET inh	NR2E3 ag-2	Peg3 promoter	HIF-2a block	aDG glyco up	PDI turbidity	Vif inh	MITF TRPM1 inh
Cc1cc(C)nc(NC(=O)c2ccc(C)o2)n1	1	-8	-0.2	·	3	-19	10	0.1	2	8	-2
c1cncc(-c2ccnc3ncnn23)c1	-5	-4	3.7	-4	1	-7	5	-0.2	8	10	2
Cc1ccc(NC(=O)COC(=O)Cc2c[nH]c3ccccc23)cc1F	5	6	-0.3	-7	·	-18	9	-0.2	6	-5	15
CS(=O)(=O)Nc1ccc2c(c1)C(=O)OC2	-9	-7	2.4	-5	2	4	13	-0.1	1	-2	6
CCc1cccc(CC)c1NC(=S)NCc1ccc2c(c1)OCO2	-3	5	-3.5	-3	1	1	12	0.0	-3	-18	2
Cc1ccc(CC(CC(=O)O)C(=O)NCC23CC4CC(CC(C4)C2)C3)cc1 (configuration not stated)	-7	-2	0.7	-4	2	-3	17	-0.4	3	2	-10
COc1ccc(Oc2cc(C(F)(F)F)nc(N(C)C)n2)cc1	25	-7	-0.3	-3	0	8	13	0.0	13	1	13
COCCn1c(SCC(=O)Nc2cc(C)cc(C)c2)nc2ccccc2c1=O	-8	-4	-0.7	-2	0	29	19	0.3	-6	7	·
O=C(Nc1cccc(Cl)c1N1CCOCC1)c1ccco1	-2	-29	-0.4	-6	11	-22	-5	0.0	12	9	-11
COc1ccccc1CN1CCNC(=O)C1CC(=O)NCCOc1cccnc1 (configuration not stated)	0	0	-1.3	0	-1	0	18	0.1	3	2	-5
CCCCNC(=O)C(C)N(CCN(C)C)C(=O)CCCCCN1C(=O)NC(c2ccc(Cl)cc2)C(C(=O)OCc2ccccc2)=C1C (configuration not stated)	62*	-5	-4.4	-12	·	92*	0	0.5	24	3	94*

Screens from PubChem.
